From PubChem
zfTRPN1 agonist = zebrafish TRPN1 channel agonists, primary screen, cell-based, HEK293, calcium fluorescence; activation, % at 3 µM; hit rate 0.18% among 220,000; transient receptor potential cation channel N1 (TRPN1/NompC), Danio rerio; HEK293 zebrafish TRPN1-YFP, Fluo-8 calcium fluorescence; 100% = response to 87 µM carbachol;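 active = activation above its plate's cutoff, the mean activation of test wells on that plate plus 3 SD, cut at about 19% in these data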;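 also: 0% = DMSO alone and 100% = 87 µM carbachol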
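Control set: carbachol 87 µM as high control, DMSO as low control; system: HEK293 stable line with zebrafish TRPN1-YFP; read-out: % activation versus carbachol response; detection: intracellular calcium fluorescence with Fluo-8; doses: single test compound dose, 3 µM nominal, 0.3% DMSO; schedule: dye 1 h 37 °C plus 30 min RT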
14-3-3 Bad inh = inhibitors of 14-3-3 zeta/Bad binding, primary screen, biochemical, TR-FRET, bovine 14-3-3 zeta. 14-3-3 protein zeta/delta (Bos taurus), P63103. TR-FRET 14-3-3zeta/Dy647-pBad peptide displacement, 1 h. inhibition, % at 21.7 µM. hit rate 0.71% among 220,000. AID 781, 2007;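 active = inhibition above about 70%, limit read from the data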;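 also: 0% = full 14-3-3 plus peptide FRET controls and 100% = background without 14-3-3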
TRPML3 ag = human TRPML3 channel agonists, primary screen, cell-based, HEK293 TRPML3-YFP, Fluo-8 calcium fluorescence, 3 µM; Mucolipin-3 (Homo sapiens), Q8TDD5; 100% = the carbachol control signal; activation, % at 3 µM; hit rate 0.29% among 220,000; AID 1448, 2008;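 active = activation above its plate's cutoff, the mean activation of the plate's test wells plus 3 SD, cut at about 12% in these data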;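 also: 0% = DMSO only wells and 100% = carbachol wells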
Target sequence (Q8TDD5 whole entry, looked up): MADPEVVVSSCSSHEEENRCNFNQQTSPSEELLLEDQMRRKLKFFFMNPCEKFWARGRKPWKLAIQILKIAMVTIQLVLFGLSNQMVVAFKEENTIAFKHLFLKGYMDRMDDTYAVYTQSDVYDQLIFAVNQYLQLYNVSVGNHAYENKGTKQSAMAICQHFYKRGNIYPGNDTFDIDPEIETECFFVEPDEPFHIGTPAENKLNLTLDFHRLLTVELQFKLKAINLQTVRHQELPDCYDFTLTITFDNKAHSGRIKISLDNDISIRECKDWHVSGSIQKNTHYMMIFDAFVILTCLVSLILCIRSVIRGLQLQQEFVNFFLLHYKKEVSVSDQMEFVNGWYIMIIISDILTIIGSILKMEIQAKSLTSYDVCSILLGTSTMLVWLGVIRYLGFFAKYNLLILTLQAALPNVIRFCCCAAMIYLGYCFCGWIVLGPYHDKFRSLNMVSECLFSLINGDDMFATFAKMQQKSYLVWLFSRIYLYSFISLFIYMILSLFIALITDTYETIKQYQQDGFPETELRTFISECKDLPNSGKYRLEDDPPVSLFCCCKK
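Material: HEK293 cells stably carrying human TRPML3-YFP; compound dosing: single dose, 3 µM final nominal compound, 0.3% DMSO final; incubation: 1-h 37 °C dye load, 5-s basal, 120-s post-compound reads; technique: Fluo-8 intracellular calcium fluorescence, excitation 470-495 nm, emission 515-575 nm; read-out basis: percent activation from peak-to-basal fluorescence ratio, scaled between DMSO and carbachol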
NPY1 pot ag = NPY-Y1 receptor potentiators or agonists, primary screen, cell-based; NPY-Y1 expressing cells, potentiator/agonist activation; hit rate 0.37% among 220,000; Neuropeptide Y receptor type 1 (Homo sapiens), P25929; activation, % at 3.6 µM; in the data active = activation above about 33%, passing the limit was not always enough;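 also: cells stimulated with NPY at EC10 then isoproterenol at EC100; 0% = low agonist plus stimulus and 100% = saturating agonist plus stimulus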
EP2 modulator = EP2 receptor modulators, cAMP readout, primary screen, cell-based, HTRF cAMP, PGE2 stimulation. Prostaglandin E2 receptor EP2 subtype (Homo sapiens), P43116. EP2-expressing cells, cAMP HTRF FRET, PGE2 co-stimulation. induction, % at 25 µM. hit rate 0.83% among 260,000. AID 940, 2007;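 active = compounds whose cAMP rise, as percent of the full-agonist control response, exceeds 60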;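 also: rat C6 glioma line stably carrying human EP2 under a CMV promoter; the protocol text gives 20 µM as final concentration; 100% = response of wells given 1 µM PGE2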
Target sequence (P43116 whole entry, looked up): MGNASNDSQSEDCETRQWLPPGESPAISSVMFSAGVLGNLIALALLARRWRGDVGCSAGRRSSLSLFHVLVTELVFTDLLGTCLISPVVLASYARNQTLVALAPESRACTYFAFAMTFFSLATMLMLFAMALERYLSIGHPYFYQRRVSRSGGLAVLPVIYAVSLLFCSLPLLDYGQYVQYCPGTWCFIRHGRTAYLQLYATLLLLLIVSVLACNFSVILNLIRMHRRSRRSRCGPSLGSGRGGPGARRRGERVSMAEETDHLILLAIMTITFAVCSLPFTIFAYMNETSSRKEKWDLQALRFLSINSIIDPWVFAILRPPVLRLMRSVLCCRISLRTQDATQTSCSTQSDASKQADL
EP2 antag = human EP2 receptor antagonists, primary screen, TR-FRET cAMP, C6 glioma cells; Prostaglandin E2 receptor EP2 subtype (Homo sapiens), P43116; C6 glioma cells expressing human EP2; cells stimulated with saturating PGE2; inhibition, % at 25 µM; hit rate 0.52% among 260,000; AID 1422, 2008;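 active = percent inhibition above 40 after rounding to a whole number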;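 also: rat C6 glioma host cells with rolipram phosphodiesterase inhibitor present; the protocol text gives 20 µM as final concentration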
NPY Y1 blocker = NPY-Y1 receptor antagonists, primary screen, cell-based | Neuropeptide Y receptor type 1 (Homo sapiens), P25929 | HEK293-CNG Y1 cells, membrane potential fluorescence; NPY at EC95, then isoproterenol | inhibition, % at 3.6 µM | hit rate 1% among 200,000;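 active = inhibition above the campaign mean inhibition of all tested compounds plus 3 SD, cut at about 20% in these data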;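 also: 0% = DMSO wells given NPY plus isoproterenol and 100% = isoproterenol alone without NPY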
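Test system – HEK293 Y1/CNG channel cell line · Also added – NPY agonist 25 nM, then isoproterenol 1 µM plus Ro 20-1724 25 µM · Compound dosing – one concentration, 3.6 µM, in 0.4% DMSO · Schedule – compound incubation 1 h at room temperature, readout 45 min post-stimulation · Technique – fluorescence, membrane potential probe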
CHOP inh = inhibitors of CHOP promoter induction, primary screen, cell-based, unfolded protein response, luciferase reporter. CHO-K1 CHOP-promoter luciferase, tunicamycin-induced, 15-18 h. inhibition, % at 10 µM. hit rate 3.8% among 220,000;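 active = compounds that reduced the stress-induced luciferase reporter signal by more than about 70% of percent inhibition, limit read from the data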;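 also: 0% = tunicamycin plus vehicle and 100% = wells without tunicamycin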
PPC-1+TRAIL kill = compounds killing PPC-1 cancer cells with TRAIL present, primary screen, TRAIL potentiator project, ATPLite luminescence, uHTS. PPC-1 cells + TRAIL, ATPLite viability luminescence. cell killing (% activity), % at 4 µM. hit rate 0.41% among 220,000. AID 1443, 2008;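 active = cell killing above 50% in the first pass at 4 µM, then a duplicate retest at 5 µM averaging 50% or more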;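 also: plate controls were cells with TRAIL plus DMSO for no effect and medium-only wells lacking cells for full effect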
* marks the source's active call; other numbers are inactive results; . = not tested or not shown; & = joins results of further samples; [ ] = remark or other dose.

SMILES	zfTRPN1 agonist	14-3-3 Bad inh	TRPML3 ag	NPY1 pot ag	EP2 modulator	EP2 antag	NPY Y1 blocker	CHOP inh	PPC-1+TRAIL kill
CCNc1c(NC(C)=O)c(=O)oc2ccccc12	1.1	-5	1.4	-1	23	6	-1	-1	11
Cc1cc2nnc(SCC(=O)OC(C)C)n2c2ccccc12	0.4	9	-0.9	6	-7	12	5	-34	22
Cc1ccc2nc(SCC(=O)NNC(=O)c3ccccc3)[nH]c2c1	-0.3	-11[fluorescence artefact?]	0.1	6	6	5	-3	14	6
COC(=O)C1=NNC(C(=O)c2ccco2)C1c1ccccc1 (configuration not stated)	0.0	-7	0.6	-1	16	9	0	-19	.
Cc1ccc(S(=O)(=O)NC2c3cccc4cccc(c34)C2Sc2nncn2C)cc1 (configuration not stated)	-0.7	20	-0.1	7	13	4	4	4	14
CCCn1nc2cc(C(=O)NCCc3cccs3)ccc2c1OCC	-1.2	.	-0.9	5	4	8	4	28	7
O=C1CCCc2sc3c(c2N1)CCCCC3	0.3	6	0.7	4	-16	4	2	-7	8
CC(C)N1CCN(Cc2cnc(-c3ccccc3)s2)CC1CCO (configuration not stated)	2.3	-4	1.2	11	6	9	.	-4	10
O=C(c1ccco1)N1CCN(S(=O)(=O)c2ccc(C3CCCCC3)cc2)CC1	2.6	2	2.3	-1	-20	7	10	62	8
OCCC1CN(Cc2ccc3ncccc3c2)CCN1Cc1ccccc1 (configuration not stated)	-0.3	-6	0.9	10	-6	3	7	-10	-1
CCN1CCN(C(=O)/C=C\C(=O)O)CC1	0.0	-11[fluorescence artefact?]	0.5	-23	9	6	3	-30	15
Cc1nc2ccccc2c2oc(C(=O)N3CCC(N4CCCCC4)CC3)cc12	2.0	19	0.2	4	-21	15	0	25	22
CCCN1CCC(NCc2cn(C)nc2-c2ccc(Oc3ccccc3)cc2)CC1	2.1	-3	1.3	-59	-33	7	.	-21	26
CCN(CC)c1ccc(NC(=O)Cn2c(C(C)NC(=O)c3ccc(C)cc3)nc3ccccc32)cc1 (configuration not stated)	-0.1	95*	1.2	24	-5	3	1	-36	13
COc1ccc(C2/C=C\CN(C(=O)c3ccccc3)CC(=O)N2Cc2ccc(F)cc2)cc1 (configuration not stated)	.	4	.	.	18	9	.	-19	-13

Single records (already shown).
COC(=O)C1=NNC(C(=O)c2ccco2)C1c1ccccc1 (configuration not stated) across the screens: zfTRPN1 agonist = 0.0; 14-3-3 Bad inh = -7; TRPML3 ag = 0.6; NPY1 pot ag = -1; EP2 modulator = 16; EP2 antag = 9; NPY Y1 blocker = 0; CHOP inh = -19; PPC-1+TRAIL kill = .
Cc1nc2ccccc2c2oc(C(=O)N3CCC(N4CCCCC4)CC3)cc12 across the screens: zfTRPN1 agonist = 2.0; 14-3-3 Bad inh = 19; TRPML3 ag = 0.2; NPY1 pot ag = 4; EP2 modulator = -21; EP2 antag = 15; NPY Y1 blocker = 0; CHOP inh = 25; PPC-1+TRAIL kill = 22

Next part.
SMILES	zfTRPN1 agonist	14-3-3 Bad inh	TRPML3 ag	NPY1 pot ag	EP2 modulator	EP2 antag	NPY Y1 blocker	CHOP inh	PPC-1+TRAIL kill
CCOC(=O)Cn1nc(-c2ccccc2)c2cnc3ccc(CC)cc3c21	1.0	34	0.8	2	33	.	4	66	4
O=S(=O)(NNc1ccc(Cl)nn1)c1ccc(F)cc1	1.2	8[fluorescence artefact?]	-0.5	3	11	3	0	-10	-7
COc1ccc(CCNCC(O)c2ccccc2)cc1 (configuration not stated)	0.8	12	0.0	8	2	10	6	-30	-2
CCCN1CNc2c(c(=O)[nH]c(=S)n2CCc2ccccc2)C1	0.1	-16	-0.3	3	19	18	2	-9	18
Cc1ccc(/C(O)=C/c2nc3ccccc3oc2=O)cc1	1.9	5	0.6	-6	-5	4	.	25	8
CCCNS(=O)(=O)c1cc(Br)cc2c1N(C(=O)CC)CC2	1.4	-9[fluorescence artefact?]	-0.1	-1	20	11	0	-9	21
O=S(=O)(c1cccc(-c2nnco2)c1)N1CCCC1	0.9	-2[fluorescence artefact?]	0.7	7	-4	11	-2	4	-3
Cc1[nH]c2ccccc2c1/C=C/c1cc[n+](C)cc1	1.1	-18[fluorescence artefact?]	2.2	-7	-40&-48	33	5	49	12
COc1cc(S(=O)(=O)N2CCOCC2)ccc1NC(=O)CN1c2cccc3cccc(c23)S1(=O)=O	-0.5	-13	-0.4	-6	9	9	-6	10	6
CC(=O)Nc1ccc(NC(=O)CCCSc2nc3ccccc3[nH]2)cc1	1.9	-4	0.7	19	7	2	.	7	11
Cc1cc(Cl)nc(-c2ccccc2O)n1	-1.8	4	0.4	0	4	12	.	-22	24
COC(=O)CSc1nnc(-c2ccccn2)n1N	0.0	0	0.4	3	19	2	.	8	-8
FC(F)(F)c1cc(CCN2C(=S)NC[C@@H]2CC2CCCCC2)cc(C(F)(F)F)c1	.	-5	.	.	12	16	.	65	-3
Cn1c(=O)c2c(ncn2CC(=O)N2CCc3ccccc3C2)n(C)c1=O	0.1	-2	0.6	3	-11	9	1	8	14
COC(=O)c1ccc(NC(=S)NC2CCCCC2)cc1	11	-8	4.0	16	-40	2	-1	-8	12
NS(=O)(=O)c1ccc(CCNC(=O)c2cccc(OC(F)F)c2)cc1	0.5	-11	1.0	7	22	8	5	2	13
O=C(O)CC(NC(=O)COc1ccccc1)c1cccc([N+](=O)[O-])c1 (configuration not stated)	-0.6	-16	0.5	6	32	3	3	7	9
O=C(Nc1cccc(O)c1)C(=O)Nc1ccccn1	0.6	-5	0.6	14	-35	6	-5	44	42
O=C(NCC1OCCc2ccccc21)c1ccco1 (configuration not stated)	-1.2	-3	-0.1	5	6	10	-1	-9	12
CCc1nnc(NC(=O)CSc2nc3c(c(=O)n2C)SC(C)C3)s1 (configuration not stated)	-0.5	0	0.0	-8	9	6	-3	23	6
COc1ccc(CC2S/C(=N/N=C/c3ccc(O)cc3)NC2=O)cc1 (configuration not stated)	-0.1	0	-0.2	10	-74	5	4	2	26
CCOc1cc(C)c(C(C)C)cc1S(=O)(=O)N1CCN(C)CC1	-1.0	2	-0.1	-6	8	5	1	4	27
Cc1ccc(S(=O)(=O)NNC(=O)c2snnc2C)cc1	0.5	0	1.2	0	16	21	-3	28	23
COc1ccccc1CNC(=O)CN(c1ccc(C)cc1)S(=O)(=O)c1c(C)nn(C)c1C	1.2	4	0.4	0	11	5	-11	24	-9
CCn1c(=O)n(CC(=O)Nc2cccc(OC)c2)c(=O)c2ccccc21	-0.6	-7	0.8	0	-26	12	5	41	26
Cc1cc2cc3c(cc2nc1SCC(=O)OC(C)C)OCO3	0.1	-2	0.6	-2	68*	.	3	39	25
COCCCNC(=O)COc1cc(C)c(Cl)c(C)c1	0.9	6	0.5	-21	-2	9	0	35	20
COc1cccc(CNC2CCCc3ccccc32)c1OC (configuration not stated)	1.2	4	-0.6	13	-6	2	2	18	8
CC(=O)Nc1ccc(S(=O)(=O)N(Cc2ccccc2)C(C)C)cc1	-0.5	2[fluorescence artefact?]	0.4	10	-1	13	-4	9	14
COc1ccc(OC)c(Nc2nc(-c3ccc(O)c(O)c3)cs2)c1	-0.2	-4[fluorescence artefact?]	0.4	10	4&-82	22&17	10	-98	24
COc1cc2c(cc1OC)CN(CC(=O)Nc1cccc(C)c1)CC2	-1.1	-1	0.0	-6	8	5	7	21	13
c1ccc(C[n+]2cccc3c4ccccc4ccc32)cc1	2.3	9	0.5	13	-3&-11	1&17	-5	-10	30
O=C(NCCCNCCCNC(=O)c1ccccn1)c1ccccn1	1.2	15	-0.3	13	12	9	5	-19	-5
CN(C)c1ccc(/C=N/NC(=O)c2nonc2N)cc1[N+](=O)[O-]	1.8	-12	0.6	19	-44	12	-1	-15	6
CCCCn1c(C)cc(C)c(S(=O)(=O)c2ccccc2C)c1=O	-1.6	-1	18*	2	78*	11	4	94*	-18
COc1ccc(NC2c3ccccc3C(=O)N2c2ccccn2)cc1 (configuration not stated)	-1.6	1	-0.6	-9	8	7	.	1	10
COc1ccc(N2CCN(CC(O)COc3ccccc3[N+](=O)[O-])CC2)cc1 (configuration not stated)	3.1	11[fluorescence artefact?]	0.3	39	13	1	0	-12	7
COc1ccccc1-c1nnc(SCC(=O)NC2CCS(=O)(=O)C2)n1N (configuration not stated)	0.2	-9	1.0	-8	23	10	0	7	14
COc1ccccc1OCCN1CSC(=S)N(C)C1	-1.9	-3[fluorescence artefact?]	-0.4	7	11	8	-4	29	14
Cc1cc(=O)oc2c(C(=O)c3ccccc3)c(OCC(N)=O)ccc12	-1.1	-8	0.1	-1	-7	13	.	7	7
O=C(/C=C/c1ccccc1)NC1CCCc2ccccc21 (configuration not stated)	-1.2	3	-0.5	-6	-110	10	3	-5	-10
Cc1nn(C)c(C(=O)N2CCN(C(=O)c3ccco3)CC2)c1Br	4.4	6	0.9	3	-6	4	2	-8	16
O=C(NNC(=O)C1CCCN(S(=O)(=O)c2ccc3ccccc3c2)C1)C1CC1 (configuration not stated)	0.4	-10	0.5	2	-19	3	0	4	12
CCOC(=O)CC(=O)CSc1nc2sc(C)cc2c(=O)n1Cc1ccco1	0.7	-5	-0.1	0	-4	8	-11	53	12
O=C(CC(=O)c1cccc([N+](=O)[O-])c1)Nc1ccccc1Cl	0.5	-12	0.6	24	-72	5	0	-3	-3
Nc1nonc1C(=O)N/N=C/c1ccc(-c2cccc([N+](=O)[O-])c2)o1	0.2	7[fluorescence artefact?]	1.4	12	-22	12	5	-13	-8
Cc1oc(-c2cccc(Cl)c2)nc1CN1CCC(C(=O)NCc2ccco2)CC1	1.2	-9	0.1	-6	-6	2	6	24	3

Some of the compounds tested (hit frequency here may not be typical).
